# GC-B act – GC-B (human) receptor activation; P20594; HEK293-GC-B cells, CNP EC30, cGMP TR-FRET; 0% at EC30 CNP, 100% saturating CNP; activation, % at 10 µM; actives 0.11% (n = 370,000); AID 1920062;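 active means activation at 10 µM reaching about 35% in either raw or pattern-adjusted values, limit read from the data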
# ARFGAP1 inh – inhibitors of rat ARFGAP1 | Arfgap1-stimulated ARF1 GTP hydrolysis, GDP FP detection | Q62848 | actives 0.26% (n = 360,000) | inhibition, % at 16.5 µM;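 active means inhibition above a per-plate limit, mean inhibition of low control wells plus 3 SD, cut at about 25% in these data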;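 further: 0% = DMSO wells with enzyme and 100% = wells lacking Arfgap1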
# Target sequence (Q62848 1-136 limits assumed): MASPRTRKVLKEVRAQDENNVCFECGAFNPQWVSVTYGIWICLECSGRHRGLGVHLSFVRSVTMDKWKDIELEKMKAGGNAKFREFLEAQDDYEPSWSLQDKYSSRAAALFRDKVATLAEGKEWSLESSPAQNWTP
#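 Material: rat Arfgap1 GAP domain (His6, aa 1-136), purified enzyme. Also added: human ARF1(Δ1-17)-GTP substrate. Compound dosing: 16.5 µM single point, 1.26% DMSO. Timing: enzyme reaction 120 min at 25 °C after 20 min preincubation. Signal: GDP detection by fluorescence polarization. Read-out basis: percent inhibition of GAP-stimulated GDP formation, scaled between DMSO and no-Arfgap1 medians.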
# sPLA2-III inh – Inhibits HGIII-sPLA2 liposome hydrolysis, primary screen; QFRET BODIPY PC-A2 liposome hydrolysis, fluorescence; inhibition, % at 12.2 µM; actives 0.56% (n = 370,000);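 active means inhibition above mean plus 3 SD of compounds lying within the high and low control bounds, cut at about 19% in these data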;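 further: 0% = median of test compound wells and 100% = no enzyme DMSO wells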
# NPR1 activator – GC-A (human) enzyme activation; activation, % at 10 µM; AID 1671463; HEK293 GC-A cells, cGMP TR-FRET, EC30 ANP; 0% at EC30 ANP, 100% saturating ANP; actives 0.14% (n = 370,000); P16066; in the data active means activation above about 40%
# Tn6 DDE FP – inhibitors of Tn6 peptide binding to human fibrin DD(E) | P02675 | Fibrin DD(E) TRITC-Tn6 fluorescence polarization displacement | inhibition, % at 8.3 µM | actives 0.21% (n = 370,000) | AID 720509;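 active means inhibition above a per-campaign cutoff: mean of compounds within control limits plus 3 SD, cut at about 15% in these data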;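 further: 0% = median of all compound wells on the plate and 100% = blocking peptide control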
# Target sequence (P02675 whole entry, looked up): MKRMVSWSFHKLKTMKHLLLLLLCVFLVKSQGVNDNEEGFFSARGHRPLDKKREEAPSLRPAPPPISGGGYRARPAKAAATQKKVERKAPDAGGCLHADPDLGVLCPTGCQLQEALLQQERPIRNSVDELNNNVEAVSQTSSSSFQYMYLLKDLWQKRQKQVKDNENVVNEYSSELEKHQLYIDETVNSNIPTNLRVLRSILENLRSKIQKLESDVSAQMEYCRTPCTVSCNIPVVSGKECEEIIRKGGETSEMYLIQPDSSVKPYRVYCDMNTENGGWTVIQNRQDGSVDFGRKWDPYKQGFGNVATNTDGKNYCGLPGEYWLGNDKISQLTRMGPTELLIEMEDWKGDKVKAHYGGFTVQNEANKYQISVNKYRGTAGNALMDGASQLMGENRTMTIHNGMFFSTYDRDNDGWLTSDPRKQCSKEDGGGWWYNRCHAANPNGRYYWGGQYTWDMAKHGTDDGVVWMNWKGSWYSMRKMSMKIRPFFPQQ
# rCAG RNA binder – r(CAG) repeat RNA binding; TO-PRO-1 dye displacement fluorescence; AID 651821; actives 1.3% (n = 370,000); inhibition, % at 3 µM;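 active means inhibition above the plate cutoff, the mean of all test compounds on that plate plus 3 SD, cut at about 35% in these data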;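 further: 0% = DMSO alone and 100% = 100 µM mitoxantrone as full dye displacement; higher means more dye released from RNA so lower well fluorescence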
# KLK7 zymogen act – activates the human kallikrein-7 zymogen. P49862. purified proKLK7, EDANS-DABCYL substrate fluorescence; 100% is mature enzyme control, 0% vehicle. activation, % at 7 µM. actives 0.9% (n = 370,000);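 active means activation above the mean of all tested compounds plus 3 SD, computed per campaign excluding outliers beyond control limits, cut at about 13% in these data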
# ADAM10 inh – inhibits human ADAM10; actives 0.62% (n = 370,000); recombinant ADAM10, EDANS/DABCYL FRET peptide cleavage, 3 h; O14672; inhibition, % at 7 µM;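 active means inhibition above a per-campaign cutoff equal to the mean of compounds falling between control-based bounds plus 3 SD, cut at about 20% in these data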;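 further: 0% = DMSO wells while the 100% control is not disclosed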
# GAA850 FXN act – activators of GAA850 frataxin (FXN) promoter | HEK293 lucGAA850 FXN promoter luciferase reporter, 24 h; percent of 10 µM SAHA response | activation, % at 6 µM | actives 0.56% (n = 360,000) | AID 540364;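 active means activation above the average of all compounds screened plus 3 SD, cutoff fixed separately per campaign, cut at about 7.5% in these data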;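 further: 0% = DMSO wells and 100% = 10 µM SAHA wells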
# ASAP1 GAP inh – blocks human ASAP1-stimulated Arf1 GTP hydrolysis. Q9ULH1. GDP FP detection. inhibition, % at 16.5 µM. actives 0.19% (n = 360,000); in the data active means inhibition above about 25%;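 further: 0% = vehicle with enzyme and substrate and 100% = no enzyme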
# Target sequence (Q9ULH1 325-724 limits assumed): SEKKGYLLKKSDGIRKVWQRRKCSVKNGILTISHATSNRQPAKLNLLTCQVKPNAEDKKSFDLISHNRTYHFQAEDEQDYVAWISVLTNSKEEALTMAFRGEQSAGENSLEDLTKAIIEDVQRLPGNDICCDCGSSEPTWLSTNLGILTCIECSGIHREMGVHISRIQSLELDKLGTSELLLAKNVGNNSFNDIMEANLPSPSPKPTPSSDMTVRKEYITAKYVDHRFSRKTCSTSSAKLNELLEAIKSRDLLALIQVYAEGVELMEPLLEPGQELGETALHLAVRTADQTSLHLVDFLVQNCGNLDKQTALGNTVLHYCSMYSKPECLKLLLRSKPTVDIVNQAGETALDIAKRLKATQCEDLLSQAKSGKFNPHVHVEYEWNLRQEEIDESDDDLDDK
# * = called active by the depositor; . = no result given; & = joins results of further samples; ! = repeats disagree.
SMILES,GC-B act,ARFGAP1 inh,sPLA2-III inh,NPR1 activator,Tn6 DDE FP,rCAG RNA binder,KLK7 zymogen act,ADAM10 inh,GAA850 FXN act,ASAP1 GAP inh
Cc1ccc(N2CN=c3s/c(=C\c4cccnc4)c(=O)n3C2)cc1,-0.4,7.2,3.9,-6.6,2.0,2.0,-0.2,0.7,-4.8,8.5
COCCCNC(=O)C[C@H]1C[C@@]2(C(=O)OC)C(=C[C@H](C(C)(C)C)O[C@@H]2C)N(Cc2ccco2)C1=O,-8.3,.,-6.6,-12.1,-2.2,-2.2,0.2,-2.0,.,.
O=C(O)c1nc(-c2ccccc2)c(C(=O)NC2CC2)[nH]1,10.0,15.9,12.3,-0.1,4.7,0.4,-0.4,-18.8,.,-1.0
CCCN1C2CCCC1CC(NC(=O)NC1CCCCC1)C2 (stereo not drawn),0.8,-17.4,3.2,-1.4,-5.2,-0.5,-0.8,-14.8,0.9,-7.2
CC(C)(C)NC(=O)NC(=O)COC(=O)c1cccc(NS(=O)(=O)c2ccc(F)c(F)c2)c1,0.6,-3.7,-53.4,0.6,-2.0,16.2,0.2,11.2,1.5,-6.7
O=C(CS(=O)(=O)c1cccc(Cl)c1)Nc1ccccc1Cl,2.1,13.2,-20.3,1.4,-4.6,0.1,-0.3,1.9,1.0,4.7
Brc1ccc(OCCOc2cccc3cccnc23)cc1,-0.6,-5.8,2.3,-5.1,-4.0,1.7,-0.1,-5.9,5.5,2.5
CCCc1nc2ccccc2c(=O)n1NC(=O)c1c(O)c2cccc3c2n(c1=O)CCC3,0.7,-6.6,-7.6,-2.5,-1.3,1.3,-0.3,-4.3,1.8,8.1
COc1ccc(CC(=O)NCC(=O)N/N=C(/C)c2ccco2)cc1,1.3,8.8,-3.4,-3.3,7.2,-1.6,-0.1,-6.6,1.1,-2.9
COc1ccc(-c2noc(CCC(=O)NCCCN3CCC(Cc4ccccc4)CC3)n2)cc1,-17.6,4.8,-25.4,-10.0,-4.4,0.3,-0.4,-7.2,-3.7,5.7
CCc1ccc(NC(=O)c2cnccn2)cc1,-2.5,2.0,7.8,2.4,-1.0,1.5,0.0,-1.1,0.5,-0.1
O=C1NC(=S)NC(=O)C1Nc1ccc(Cl)cc1,-0.3,-9.8,17.0,-0.6,1.8,0.7,0.6,-12.2,2.5,12.1
CC1=CC2=NC(=O)/C(=C/c3cccn3Cc3ccccc3)C(=N)N2O1,-3.1,1.7,0.3,-0.8,1.7,-0.1,1.0,3.2,0.6,-6.0
COc1ccc(NC(=O)CCOc2ccc(C)cc2)cc1S(=O)(=O)N1CCOCC1,4.6,-5.1,1.4,1.2,3.4,6.3,0.1,-8.6,-0.1,-1.8
CC1(O)CC(c2ccc(Cl)cc2)=NN1C(=O)c1ccc(Cl)cc1 (stereo not drawn),2.6,-6.5,-2.3,8.3,-8.8,3.0,0.0,4.2,-0.3,-3.9
Nc1nccc(-c2cc(-c3ccc(Cl)cc3Cl)no2)n1,-11.3,1.7,0.4,8.7,2.8,1.5,-0.3,-41.3,2.6,-9.8
N#C/C(=C\c1ccc(O)c(O)c1)C(=O)N1CCc2ccccc21,0.3,10.2,-17.7,3.6,2.0,26.4,-0.9,7.2,5.6,3.8
CCN(CC)C(=O)CSc1nnc([C@@H](N)Cc2ccccc2)o1,0.9,4.0,5.5,4.4,-2.2,-0.8,-0.1,-1.4,-0.8,2.2
COc1ccc(C(=O)N2CCN(S(=O)(=O)c3ccc(Cl)cc3)CC2)cc1S(=O)(=O)N1CCOCC1,-4.6,-0.5,-0.9,1.2,1.3,-0.1,0.7,-3.5,-1.8,5.0
COc1cc(CCN2C(=O)c3cccc4cccc(c34)C2=O)c(S(=O)(=O)N2CCCCCC2)cc1OC,2.1,8.0,1.0,7.7,-9.5,4.3,-0.4,-8.7,-1.9,4.9
COC(=O)C1=C(C)Nc2nc(SCc3ccccc3)[nH]c(=O)c2C1c1cccs1 (stereo not drawn),-3.9,1.9,-14.1,-4.9,-5.4,12.1,-0.2,-69.7,0.9,-14.0
CCOC(=O)c1sc(NC(=O)c2ccncc2)c(C#N)c1C,8.9,3.3,16.8,9.6,3.1,0.3,-0.6,-5.2,0.2,2.1
Cc1cc(C)cc(N(CC(=O)NCC2CCCO2)C(=O)CN2C(=O)COc3ccccc32)c1 (stereo not drawn),-11.8,3.1,-2.9,-13.8,0.3,-9.5,-0.2,0.5,-1.5,-4.4
Cc1cccc(NC(=O)CCc2ccc(N3C(N)=NC(N)=NC3(C)C)cc2)c1,0.6,-8.0,13.2,-1.1,3.8,6.9,0.4,-17.0,-0.9,-3.9
COc1ccc(S(=O)(=O)N2CCOCC2)cc1NC(=O)c1cccs1,5.4,-9.2,2.4,-2.0,3.8,4.6,0.5,-3.5,-1.5,2.3
O=C(c1cccnc1)N1N=C(C2CCCCC2)CC1(O)C(F)(F)F (stereo not drawn),1.4,-8.7,-2.2,6.1,-4.5,-0.9,-1.2,-7.4,0.6,-6.9
O=S(=O)(c1ccc(Cl)cc1)N1CCc2ccccc21,0.4,-8.5,-3.9,-6.7,5.7,-7.8,0.6,7.9,1.6,2.4
CC(=O)Nc1ccc(N(C(=O)Cn2nnc3ccccc32)C(C(=O)NC2CCCC2)c2ccc(O)c(O)c2)cc1 (stereo not drawn),-5.2,-1.1,-15.4,1.9,-1.0,6.0,-0.7,-9.3,2.8,7.0
Nc1ccc(-n2ccnc2)cc1,1.8,3.4,0.8,1.6,-2.5,-1.3,0.1,3.8,2.6,-14.8
CCOC(=O)c1c(NC(=O)CNCC(O)CO)sc(C)c1C (stereo not drawn),-2.9,-4.8,7.2,5.1,-4.2,0.4,-0.6,-15.9,-4.0,6.5
COc1cc(/C=N/n2c(C3CCCCC3)n[nH]c2=S)cc(OC)c1O,-9.2,-6.4,8.4,-0.9,-2.1,0.0,-0.6,-0.9,-1.4,9.1
CCCCCCCCSc1nnc(-c2ccc(OC)cc2)o1,-0.2,3.2,0.0,3.5,9.8,-1.8,-0.2,-2.6,-0.5,-0.7
Nc1cc(=O)[nH]c(SCC(=O)N2N=C(c3ccc4ccccc4c3)CC2c2ccccc2)n1 (stereo not drawn),-1.9,7.2,3.7,-5.5,-2.3,13.0,-0.1,-9.4,-1.0,0.8
O=C(N=C1SC2CS(=O)(=O)CC2N1CCc1ccccc1)C1CCCCC1 (stereo not drawn),-11.1,12.1,4.6,-11.3,-5.3,-2.5,-0.1,0.3,1.1,-1.4
Cc1ccccc1CNC(=O)C(=O)NCCC1CCCCN1S(=O)(=O)c1ccccc1 (stereo not drawn),6.5,7.8,-10.8,0.3,-4.7,-6.7,0.9,-1.4,-1.6,2.6
Fc1ccc(CNc2nc(-c3cccnc3)nc3ccccc23)cc1,31.1,-5.3,-11.4,32.6,-1.4,1.3,0.2,0.1,4.4,8.5
Cc1[nH]c(=O)c(C#N)c(C)c1Cc1ccc(Cl)cc1Cl,3.9,-4.4,-0.8,0.9,2.0,7.7,0.5,2.5,-0.1,9.1
COC(=O)COn1c(SCC(=O)OC)nc2ccccc2c1=O,-2.0,16.6,3.1,3.6,-4.6,-3.2,0.2,-3.2,0.8,9.8
COC(=O)C1=C(C)n2nnnc2NC1c1ccc(Cl)cc1 (stereo not drawn),-1.3,-0.7,-2.6,-0.3,1.8,0.2,1.8,-0.9,-0.3,-15.0
Clc1cccc2c3c([nH]c12)CCNC3,1.8,-4.6,0.2,1.9,4.7,2.0,0.8,-2.4,0.3,-3.4

# Just sPLA2-III inh and Tn6 DDE FP, for 2 of the compounds above:
structure	sPLA2-III inh	Tn6 DDE FP
O=C1NC(=S)NC(=O)C1Nc1ccc(Cl)cc1	17.0	1.8
CC1=CC2=NC(=O)/C(=C/c3cccn3Cc3ccccc3)C(=N)N2O1	0.3	1.7

# Remaining list, next part:
SMILES,GC-B act,ARFGAP1 inh,sPLA2-III inh,NPR1 activator,Tn6 DDE FP,rCAG RNA binder,KLK7 zymogen act,ADAM10 inh,GAA850 FXN act,ASAP1 GAP inh
CC1CCN(CCCCOc2ccc(C(C)(C)C)cc2)CC1,3.0,7.0,-1.6,-1.7,2.4,-4.4,-0.2,-1.5,1.5,4.8
O=C(c1ccco1)N1CCN(C(=O)C2CCCO2)CC1 (stereo not drawn),1.4,4.9,4.7,1.6,2.0,1.9,-0.6,0.4,-0.6,2.1
COc1ccc(Cc2nnc(NC(=O)C(C)(C)C)s2)cc1,-2.9,-2.3,-2.8,-0.6,-10.1,-6.8,-0.2,-1.0,1.2,10.3
C[C@H]1[C@@H](NC(=O)c2ccc(Cl)cc2)CC[C@@]23CCCN2C(=O)CCC[C@@H]13,1.4,.,6.8,1.6,-1.7,.,.,-6.9,.,.
CN(C)S(=O)(=O)c1ccc(NC(=O)Cc2ccc(S(=O)(=O)N3CCOCC3)s2)cc1,-0.7,-2.1,-57.6,5.1,-8.2,17.1,-0.1,9.7,2.0,7.4
CCCCNC(=O)[C@H](CSCc1ccccc1)N1Cc2ccccc2C1=O,5.8,-12.6,-0.3,-0.6,6.9,-0.5,0.0,0.3,3.9,-5.0
Cc1ccnc(NC(=O)c2cc([N+](=O)[O-])cc([N+](=O)[O-])c2)c1,-3.3,5.9,0.8,-7.9,-1.5,-2.7,0.1,1.9,-2.1,-13.7
NC(=O)C1CCN(C(=O)c2ccc(Cl)c(NC(=O)c3cccs3)c2)CC1,-0.5,4.9,4.2,0.7,0.4,0.4,0.8,-8.5,0.5,-11.6
O=C(OCc1c(-c2ccccc2)ncc2ccccc12)c1ccc(Cl)cc1Cl,0.3,-8.7,1.1,1.7,-2.3,-0.9,0.7,-2.9,1.4,-5.2
COC(=O)c1c(NC(=O)CSc2nnc(-c3ccco3)n2Cc2ccccc2)sc(C)c1C,1.3,4.3,-25.8,-4.8,-2.9,3.8,0.3,12.4,2.1,-0.1
Cc1cccc(OCc2nnc(SCC(=O)N3CCCC3)n2C)c1,5.0,-5.5,3.8,1.9,2.0,-0.4,-0.5,4.0,0.7,-16.1
O=C(O)c1ccc2c(c1)N(Cc1ccccc1F)C(=O)c1ccccc1S2=O (stereo not drawn),-0.3,7.7,3.5,0.8,1.5,1.7,-0.1,-15.6,0.8,-1.8
COc1cccc(CNCc2ccco2)c1O,3.7,-3.5,12.4,1.5,1.4,0.2,0.6,-3.1,-0.4,9.1
CC1CC(CCN)(c2ccccc2)C(C)CN1C (stereo not drawn),-0.6,-7.0,1.7,-2.1,2.8,1.0,-0.1,-9.0,1.2,-6.0
CCN1CCN(Cc2ccc(NC(=O)c3cc(NC(=O)c4cc5cccc(OC)c5o4)cc(OC)c3)cc2C(F)(F)F)CC1,-1.0&0.0,19.6&5.4,-22.4&-23.9,4.8&2.4,2.4&-9.1,6.1&11.6,-7.8&-2.3,4.2&8.1,-0.2&0.0,29.3*!

# Single entries from the list.
# CCc1ccc(NC(=O)c2cnccn2)cc1 @ Tn6 DDE FP = -1.0
# O=C(O)c1ccc2c(c1)N(Cc1ccccc1F)C(=O)c1ccccc1S2=O (stereo not drawn) @ ARFGAP1 inh = 7.7
# O=S(=O)(c1ccc(Cl)cc1)N1CCc2ccccc21 @ ARFGAP1 inh = -8.5
# COc1ccc(NC(=O)CCOc2ccc(C)cc2)cc1S(=O)(=O)N1CCOCC1 @ ADAM10 inh = -8.6
